Source: PubChem BioAssay (several laboratories)
CHT PAM: allosteric activators of human choline transporter CHT. Q9GZV3. CHT-expressing cells, membrane potential dye, choline EC20; stronger effect = higher value; LV-AA mutant CHT in HEK293 cells. actives 0.49% (n = 310,000). B-score at 10 µM;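 active = initial fluorescence not abnormally high and integrated response B-score, plate-corrected, over 3 SD above library mean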
Target sequence (Q9GZV3 whole entry, looked up): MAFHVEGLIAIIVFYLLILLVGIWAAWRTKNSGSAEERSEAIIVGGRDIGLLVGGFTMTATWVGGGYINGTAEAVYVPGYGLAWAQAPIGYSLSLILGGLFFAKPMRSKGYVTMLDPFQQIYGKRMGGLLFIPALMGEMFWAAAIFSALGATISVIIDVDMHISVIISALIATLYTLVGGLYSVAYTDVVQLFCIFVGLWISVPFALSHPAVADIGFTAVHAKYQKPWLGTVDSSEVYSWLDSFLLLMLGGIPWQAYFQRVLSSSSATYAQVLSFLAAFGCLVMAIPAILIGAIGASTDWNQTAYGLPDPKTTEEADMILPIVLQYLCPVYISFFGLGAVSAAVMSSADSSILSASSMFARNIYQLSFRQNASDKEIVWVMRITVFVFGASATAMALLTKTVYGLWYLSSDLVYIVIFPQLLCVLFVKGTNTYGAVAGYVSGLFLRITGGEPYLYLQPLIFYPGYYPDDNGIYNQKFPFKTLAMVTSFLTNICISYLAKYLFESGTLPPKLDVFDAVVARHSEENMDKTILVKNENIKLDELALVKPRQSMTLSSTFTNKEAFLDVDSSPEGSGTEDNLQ
OX1R antag: human HCRTR1 antagonism | O43613 | CHO/OX1R cells, Fluo-8 calcium fluorescence, orexin A | inhibition, % at 5 µM | actives 0.43% (n = 330,000);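 active = inhibition above its plate's threshold, mean inhibition of all tested compounds on the plate plus 3 SD, cut at about 37% in these data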;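 note: 0% = orexin A challenge wells and 100% = SB-334867-A antagonist wells; not every result past the cut was called active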
Target sequence (O43613 whole entry, looked up): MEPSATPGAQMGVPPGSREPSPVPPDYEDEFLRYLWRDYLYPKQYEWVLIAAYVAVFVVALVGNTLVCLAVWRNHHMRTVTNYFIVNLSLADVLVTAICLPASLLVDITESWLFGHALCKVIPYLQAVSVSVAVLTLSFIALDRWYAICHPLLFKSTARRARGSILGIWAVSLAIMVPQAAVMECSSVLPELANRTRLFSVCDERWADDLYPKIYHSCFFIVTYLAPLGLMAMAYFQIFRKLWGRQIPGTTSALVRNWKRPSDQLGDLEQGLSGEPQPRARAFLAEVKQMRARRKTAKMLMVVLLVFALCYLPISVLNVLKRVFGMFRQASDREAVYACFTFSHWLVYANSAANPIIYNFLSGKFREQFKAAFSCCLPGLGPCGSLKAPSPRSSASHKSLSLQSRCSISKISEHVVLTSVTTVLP
* marks the source's active call; other numbers are inactive results; i = inactive; nt = no result given.

Preview:
Order of results: CHT PAM, OX1R antag
> N#Cc1ccc(S(=O)(=O)NCC(=O)OCC(=O)NCCc2ccccc2)cc1
    i, -25
> CCO[C@H]1OC(C(=O)NC2CC2)=C[C@@H](C2CC2)[C@@H]1CCCO
    i, 2

This part in full, repeating the preview:
Order of results: CHT PAM, OX1R antag
> N#Cc1ccc(S(=O)(=O)NCC(=O)OCC(=O)NCCc2ccccc2)cc1
    i, -25
> CCO[C@H]1OC(C(=O)NC2CC2)=C[C@@H](C2CC2)[C@@H]1CCCO
    i, 2
> COc1ccc(CNC(=O)C2Cc3cc(S(=O)(=O)N4CCCC4)ccc3N2C(C)=O)c(OC)c1 (configuration not stated)
    i, -26
> O=C(COc1ccccc1)NC(=S)Nc1cccc(NC(=O)c2ccccc2Cl)c1
    i, -14
> C=CCn1nc2n(c1=O)-c1ccccc1SC2
    i, -25
> Cc1cccc(NC(=O)CN2CCN(C(=O)c3ccc(OCc4cn5ccccc5n4)cc3)CC2)c1C
    nt, -34
> O=C(CSCc1c(Cl)cccc1Cl)Nc1ccc2c(c1)OCCO2
    i, -8
> COc1ccc(N2CCC(CNC(=S)Nc3ccc(C)cc3C)C2)cc1 (configuration not stated)
    i, -23
> O=C1CCc2cc(NS(=O)(=O)c3ccccc3)cc3c2N1CCC3
    i, -35
> O=C(N/N=C/C(Br)=C/c1ccccc1)c1cccnc1
    i, -8
> O=C(COC(=O)/C=C/c1cccc(Cl)c1Cl)Nc1ccc2[nH]c(=O)[nH]c2c1
    nt, 8
> CCOC(=O)C(Cc1c(F)cccc1Cl)c1ccnc2nc(N)nn12 (configuration not stated)
    i, -9
> Cc1cccc(OC(=O)NCCOC(=O)N(O)c2ccc(Cl)cc2)c1
    i, -11
> COc1ccc(CNC(=O)Cn2cnc3c(NCc4ccccc4)ncnc32)cc1
    nt, -24
> CC[C@@H](C)[C@H](CN[C@H](CNC)C(C)C)NC[C@@H](C)c1ccc(CC(C)C)cc1
    i, -16

Order of results: CHT PAM, OX1R antag
> COc1ccc2[nH]c(C)c(CCNC(=S)Nc3cc(C)ccc3C)c2c1
    i, -25
> Cc1ccc(S(=O)(=O)Nc2cccc(C(=O)NCC(c3ccco3)N3CCCC3)c2)cc1F (configuration not stated)
    i, -14
> COc1cc(CN(C(=S)NCC(=O)O)C2CCCC2)cc(OC)c1OC
    i, -8
> CC(C)(C)c1nnc(NC(=O)c2cc(-c3ccccc3)nc3ccccc23)s1
    i, -26
> COc1ccc(-c2noc(CCCC(=O)N3CCN(c4cc(C)ccc4C)CC3)n2)cc1
    nt, 35
> Cc1cc(=O)oc2cc(OCC(=O)N3CCN(c4ccccc4)CC3)c(Cl)cc12
    i, -16
> CSc1ccc(NC(=O)Nc2cccn(Cc3ccccc3F)c2=O)cc1
    i, -23
> CCCC(=O)Nc1ccc(Cl)c(NC(=O)C(C)(C)C)c1
    i, -4
> O=S(=O)(c1ccccc1)C1Cc2ccccc2C1Cl (configuration not stated)
    i, 1
> COc1cc(NC(=S)NC(C)(C)C)c(OC)cc1Cl
    i, 0
> CCOC(=O)Cc1csc(NC(=O)Cc2cccs2)n1
    i, -12
> O=C1CCCC2(O)C1C(c1cccc(Br)c1)NC(=O)N2Cc1ccccc1 (configuration not stated)
    i, -18
> CCC(C)(C)NC(=O)C(c1cccn1C)N(Cc1ccc(OC)cc1)C(=O)Cn1nnc2ccccc21 (configuration not stated)
    i, 4
> COc1ccc(-c2cc(=O)oc3c(C)c(O)ccc23)cc1
    i, 5
> Cc1cc(=O)oc2cc(OCC3CC(c4ccc(Br)cc4)=NO3)ccc12 (configuration not stated)
    i, -6

Order of results: CHT PAM, OX1R antag
> Cc1cccc(C)c1N(CC(=O)NCc1ccc(F)cc1)C(=O)c1csnn1
    i, -14
> O=C(Cn1ccnc1)c1ccc(Cl)cc1
    i, -21
> COC(=O)c1nnn(-c2nonc2N)c1CSc1nc2ccccc2o1
    i, -15
> COCCCNC(=O)CCCn1c(=O)[nH]c2ccccc2c1=O
    i, 3
> O=[N+]([O-])c1cccnc1Sc1ccc(Br)cc1
    i, -15
> CC(C)(C)OC(=O)NC1CCN(S(=O)(=O)c2ccc3c(c2)OCCO3)CC1
    i, 9
> CNC(=S)N(CCc1ccccc1)Cc1cc2cc(OC)c(OC)cc2[nH]c1=O
    i, -11
> COc1ccc(-c2csc(N(CCc3ccc(OC)c(OC)c3)C(=O)COc3ccccc3)n2)cc1
    i, 8
> O=C(CSc1nnc(-c2ccccc2)n1Cc1ccccc1)N1CCCC1
    i, -36
> CCC(C)[C@H](NC(=O)NCc1ccc(S(N)(=O)=O)cc1)C(=O)O (some centres not stated)
    i, -7
> Nc1nc(Nc2cccc3ccccc23)nc(C2CCCC2=O)n1 (configuration not stated)
    i, 1
> CCOC(=O)Cc1csc(NC(=O)C2CCCCC2C(=O)O)n1 (configuration not stated)
    i, -1
> CCOc1ccccc1NC(=O)C1=C(C)NC(=O)NC1c1cccs1 (configuration not stated)
    i, -9
> COCCCn1c(SCC(=O)Nc2ccccc2F)nnc1-c1ccoc1C
    i, -10
> CCOC(=O)N1CCN(C(=O)CSc2nnc(CNC(=O)c3ccccc3F)o2)CC1
    i, -25

Some of the entries so far, field by field:
Cc1cccc(C)c1N(CC(=O)NCc1ccc(F)cc1)C(=O)c1csnn1
  CHT PAM: i | OX1R antag: -14

O=C(Cn1ccnc1)c1ccc(Cl)cc1
  CHT PAM: i | OX1R antag: -21

COC(=O)c1nnn(-c2nonc2N)c1CSc1nc2ccccc2o1
  CHT PAM: i | OX1R antag: -15

Remaining list, next part.
Order of results: CHT PAM, OX1R antag
> CCn1c(Cn2nnc(-c3ccccc3)n2)nnc1SCC(=O)Nc1ccc(C(C)=O)cc1
    i, -13
> Cc1ccc(NC(=O)Nc2cc(S(C)(=O)=O)ccc2Cl)cc1
    i, -31
> Cc1ccc(C(=O)Nc2ccc(Br)c(C(F)(F)F)c2)cc1
    i, 29
> CCOc1ccc(N2C(=O)CC(N3CCN(c4ccc(F)cc4)CC3)C2=O)cc1 (configuration not stated)
    i, -17
> COC(=O)c1sccc1NC(=O)c1ccc(OC)cc1OC
    i, -6
> O=C(NC1CCCC1)c1sc(=S)n2c1[nH]c(=O)c1ccccc12
    i, -4
> CC(=O)NC(C)c1cc(Cl)c2ccccc2c1O (configuration not stated)
    nt, 3
> CN(CC(=O)Nc1cccc(F)c1)C(=O)CCCc1cccs1
    i, -4
> O=C(COc1ccc(Oc2ccccc2)cc1)NC1CCS(=O)(=O)C1 (configuration not stated)
    nt, 12
> COc1ccc(/C=C/C(=O)N2CCN(c3ccccn3)CC2)cc1OC
    i, -18
> Cc1cc(C)cc(OCC(O)CN2CCC(CN3C(=O)c4cccc5cccc(c45)C3=O)CC2)c1 (configuration not stated)
    i, 1
> COc1ccc(OC)c(COC(=O)c2cccc(S(=O)(=O)N3CCCCC3)c2)c1
    nt, -8
> COc1ccc(C2C(C(=O)Nc3cccc(C)n3)c3ccccc3C(=O)N2C)cc1OC (configuration not stated)
    i, -16
> O=C(COC(=O)c1cccc(S(=O)(=O)N2CCOCC2)c1)NCc1ccc2c(c1)OCO2
    nt, -13
> O=C(Nc1ccc(CN2CCS(=O)(=O)CC2)cc1)c1ccc(C(F)(F)F)cc1
    i, -4

Structure	CHT PAM	OX1R antag
Nc1cnc(CNc2ccccc2Cl)cn1	i	-17
CC1(C)CC(=O)C(C(O)c2ccccc2)C(C)(C)N1 (configuration not stated)	i	-6
CCOC(=O)C1(CC2CC2)CCN(Cc2ccc(C(=O)OC)cc2)CC1	i	-14
CC(C)OCCCNc1nc(-c2ccccc2)nc2ccccc12	i	23
Cc1ccc(C(=O)NC(=O)CSc2nnc(C)s2)cc1	i	-10
Cc1occc(=O)c1OCc1ccccc1	i	-2
Cc1ccc(/C=N/Nc2ccc(C(=O)O)cc2)o1	i	-21
CCCCCCCNC(=O)C1(CC2CC(c3cccc(Br)c3)=NO2)CCN(C(=O)c2ccccc2)CC1 (configuration not stated)	i	-38
Oc1ccc(-n2nnnc2SCc2ccccc2Br)cc1	i	nt
CN1CCN(C(=S)Nc2ccc(S(N)(=O)=O)cc2)CC1	i	-13
CC(=O)N1N=C(c2ccc(Br)cc2)OC12CCCC2	i	-3
CN1CCN(C(=S)NC(=O)c2cccc(S(=O)(=O)N(C)C)c2)CC1	i	-12
S=C(Nc1ccc(Cl)cc1)Nc1ccc2c(c1)OCCO2	i	nt
CCCN(CCC)C(=O)CC(c1ccc(F)cc1)c1ccco1 (configuration not stated)	i	-38
CN1C(C(=O)NCc2ccccc2)CC2Cn3c(nc4cc5ccccc5cc43)C21 (configuration not stated)	i	-25
O=C(NCc1cccnc1)Nc1ccccc1C(F)(F)F	i	-18
N#C/C(=C\c1cccnc1)C(=O)Nc1cccc(Cl)c1	i	-7
O=C(c1cc(S(=O)(=O)N2CCOCC2)ccc1Cl)N1CCN(c2ccccn2)CC1	i	-36
Cc1nc2ccc(NC(=O)c3ccc(Cl)c(NC(=O)c4cccs4)c3)cc2s1	i	-16
CCN(Cc1ccccc1)C(=O)C(C)OC(=O)c1cc(S(=O)(=O)Nc2c(C)n(C)n(-c3ccccc3)c2=O)ccc1C (configuration not stated)	i	-25

A second format for three compounds above.
CN1CCN(C(=S)Nc2ccc(S(N)(=O)=O)cc2)CC1
  CHT PAM = i; OX1R antag = -13
O=C(c1cc(S(=O)(=O)N2CCOCC2)ccc1Cl)N1CCN(c2ccccn2)CC1
  CHT PAM = i; OX1R antag = -36
CC(=O)N1N=C(c2ccc(Br)cc2)OC12CCCC2
  CHT PAM = i; OX1R antag = -3

Later entries:
Structure	CHT PAM	OX1R antag
CC(=O)Oc1ccc([C@@H]2COc3c(ccc4c3C=CC(C)(C)O4)C2)c(OC(C)=O)c1	i	-5
CCOC(=O)C1CCN(CCC(=O)Nc2cc(C)ccc2C)CC1	i	-16
Cc1ccnc(NCc2ccc(Cl)cc2)c1	i	-28
CCOC(=O)Cc1cnc(NC(=O)c2ccccc2)s1	i	2
O=C1c2ccccc2C(=O)N1c1cccc(-c2nc3ccccc3o2)c1	i	-27
O=C(NC1CCCCC1)C(c1ccc(F)cc1)N(C(=O)Cc1ccsc1)c1ccc(F)cc1 (configuration not stated)	i	-12
CCC(C)(C)NC(=O)Cc1ccc(Cl)cc1	i	-13
COc1ccccc1S(=O)(=O)Nc1ccc(S(=O)(=O)Nc2nccs2)cc1	nt	-17
COc1ccc(CNC(=O)C2CC(c3ccccc3[N+](=O)[O-])=NO2)cc1 (configuration not stated)	i	-13
CN1CCN(CCNC(=O)Cn2c(=O)c3cccn3c3ccc(F)cc32)CC1	i	1
COC(=O)C1[C@H]2SC(C)(C)C(C(=O)OC)N2C(=O)N1Cc1nc2ccccc2s1 (some centres not stated)	i	0
Cc1ccc(NC(=O)c2c(C)nc3ccccn23)cc1C	i	-9
O=C(NCCNC(=O)c1ccccn1)c1ccc(-c2ccccc2)cc1	i	-27
O=C(NCCOc1cccc(Cl)c1Cl)c1cc(-n2cnnc2)ccc1Cl	i	-6
COC(=O)c1ccc(CNC(=O)COC(=O)COc2ccc(OC)cc2)cc1	i	3
O=C(NCc1ccc2c(c1)OCO2)c1c[nH]c2ccc(S(=O)(=O)N3CCOCC3)cc2c1=O	i	-20
Cc1cc(C)cc(-n2ncc3c2CCCC3NC(=O)c2cc(C)oc2C)c1 (configuration not stated)	i	-9
Cc1c(CC(=O)N2CCN(C(=O)C3COc4ccccc4O3)CC2)c(=O)oc2cc(O)cc(O)c12 (configuration not stated)	i	-4
CCOC(=O)C(NC(=O)CC)C(O)c1cccc([N+](=O)[O-])c1 (configuration not stated)	i	-5
CCOc1ccc(NC(=S)NC(=O)c2ccco2)cc1	i	-35

Structure	CHT PAM	OX1R antag
CCc1ccc(N(CC(=O)N2CCCCCC2)S(C)(=O)=O)cc1	i	-15
NS(=O)(=O)c1ccc(Oc2ccc(S(N)(=O)=O)cc2)cc1	i	5
O=C(NCCCN1CCCC1)c1ccc2c(c1)N(Cc1ccccc1F)C(=O)c1ccccc1S2(=O)=O	i	-19
Cc1ccccc1NC(=S)N(Cc1ccco1)C(C)c1ccccn1 (configuration not stated)	i	-12
CC(C)(C)C(=O)Cn1c(=N)n(Cc2ccccc2)c2ccccc21	i	-12
COc1ccc(-c2noc(CSc3nc4sc(C)c(C)c4c(=O)n3-c3ccccc3)n2)cc1OC	i	-5
COC(=O)c1cccc(CSc2nc3ccccc3[nH]2)c1	i	-23
Cc1ccc(C2(C)NC(=O)N(CC(=O)N3CCN(S(=O)(=O)c4ccc(Cl)s4)CC3)C2=O)cc1 (configuration not stated)	i	-15
O=C(NCCc1ccccc1)C1CC(=O)N(C2CCCCCC2)C1 (configuration not stated)	i	-3
O=C(c1ccco1)n1c(=S)nc2ccccn21	i	6
Cc1ccc(Nc2ccc(NCc3ccccc3)nn2)cc1C	i	-12
CSCCC(NC(=O)c1ccccc1Cl)C(=O)N(C)Cc1cccs1 (configuration not stated)	i	-19
COCCCNCCCCSc1ccc(Cl)cc1	i	-9
O=[N+]([O-])c1ccc(N2CCc3ccccc3C2)nc1	i	-7
Cc1cc(C)nc(NC(=O)c2ccc(Cl)cc2)n1	i	-18
Cc1ccc(-n2c(SCC(N)=O)nc3c(c2=O)C2(CCCC2)Cc2ccccc2-3)cc1	i	-10
CC(=O)c1cccc(NC(=O)Cn2c(=O)oc3cc(S(=O)(=O)N4CCCC4)ccc32)c1	i	-17
N#Cc1ccc(-c2ccc(OCC(=O)NN=Cc3ccncc3)cc2)cc1	nt	-7
COc1ccc(O[C@H]2C=C[C@@H](c3ccccc3)O[C@@H]2COC(=O)CC/C(C)=N/OC[C@@H](O)[C@H]2O[C@@H]3OC(C)(C)O[C@@H]3[C@H]2O)cc1	i	-19
